Bioassay records deposited in PubChem by several laboratories.
S1P3 antag: blocks the human S1P3 receptor | CHO S1P3 NFAT-BLA reporter, FRET fluorescence, antagonist mode | AID 485 | inhibition, % at 4.98 µM | 0.27% of 170,000 active;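 active = inhibition above the plate cutoff, the mean inhibition of test wells on that plate plus 3 SD, cut at about 28% in these data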;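 note: cells challenged with S1P at its EC80 of 0.8 µM; blue over green emission ratio from cleaved BLA substrate after 4 h stimulation; 0% = S1P-stimulated wells and 100% = unstimulated DMSO-only wells; some compounds past the cut are filed as inactive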
Target sequence (Q99500 whole entry, looked up): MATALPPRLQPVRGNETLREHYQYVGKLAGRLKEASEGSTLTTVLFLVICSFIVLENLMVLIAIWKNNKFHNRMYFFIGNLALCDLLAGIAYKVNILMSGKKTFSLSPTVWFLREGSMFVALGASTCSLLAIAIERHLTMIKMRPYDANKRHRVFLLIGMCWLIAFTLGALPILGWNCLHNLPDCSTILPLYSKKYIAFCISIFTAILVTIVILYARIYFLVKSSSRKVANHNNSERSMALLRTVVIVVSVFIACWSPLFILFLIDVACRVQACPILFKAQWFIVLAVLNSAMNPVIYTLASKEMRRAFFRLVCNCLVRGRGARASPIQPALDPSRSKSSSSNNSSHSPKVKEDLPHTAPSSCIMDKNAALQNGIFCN
ROMK mod: modulators of human ROMK potassium channel | 2% of 130,000 active | B-score at 10 µM | P48048 | AID 1918 | Tet-inducible ROMK, thallium flux fluorescence; actives lie on both sides;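 active = signal ratio slope over the read window, or its plate-corrected B-score, at least 3 SD from the plate mean, either direction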;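 note: B-score of the F/F0 ratio slope over 7 to 12 s after thallium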
TR-FRET SRC-2 ct: flags TR-FRET format artefacts in PPARgamma SRC-2 recruitment agonist screen | TR-FRET ratio at 8 µM | 0.4% of 200,000 active | TR-FRET artefact counter-screen; hits give high values; in the data active = TR-FRET ratio above about 2000; note: inactives centre near 1500; reference of the scale not given here
Efa HMGR inh: E. faecalis class II HMG-CoA reductase inhibition | purified E. faecalis HMGR, NADPH absorbance 340 nm kinetic | inhibition, % at 10 µM | 0.41% of 190,000 active;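 active = inhibition above a set limit, the median over all tested compounds plus 3 SD, cut at about 9.5% in these data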;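 note: enzyme runs in reverse so mevalonate oxidation gives rising NADPH absorbance; 0% = complete reaction with DMSO and 100% = background rate lacking mevalonate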
PPARg SRC-3 ag: promotes SRC-3 coactivator recruitment by human PPARgamma; P37231; biochemical PPARgamma/SRC-3 coactivator recruitment assay; activation, % at 8 µM; 0.26% of 200,000 active; AID 731; in the data active = activation above about 23%;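 note: 0% = DMSO and 100% = reference agonist; some compounds past the cut are filed as inactive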
Target sequence (P37231 whole entry, looked up): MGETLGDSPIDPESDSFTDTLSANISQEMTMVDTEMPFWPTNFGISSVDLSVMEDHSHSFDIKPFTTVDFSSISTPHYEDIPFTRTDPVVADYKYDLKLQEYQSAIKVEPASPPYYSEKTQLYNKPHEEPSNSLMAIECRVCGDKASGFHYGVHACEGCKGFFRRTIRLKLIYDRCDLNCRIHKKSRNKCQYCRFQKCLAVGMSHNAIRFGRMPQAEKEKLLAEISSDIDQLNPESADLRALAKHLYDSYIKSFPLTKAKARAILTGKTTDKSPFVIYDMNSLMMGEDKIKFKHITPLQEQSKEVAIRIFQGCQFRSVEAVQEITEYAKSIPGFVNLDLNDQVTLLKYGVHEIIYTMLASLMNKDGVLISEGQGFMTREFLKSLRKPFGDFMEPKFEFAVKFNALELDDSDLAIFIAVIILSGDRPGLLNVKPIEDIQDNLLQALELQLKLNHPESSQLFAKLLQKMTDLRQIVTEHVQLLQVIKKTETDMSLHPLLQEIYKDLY
L major viab: Leishmania major promastigote growth inhibition; 9% of 200,000 active; Leishmania major promastigotes, resazurin fluorescence viability; inhibition, % at 10 µM; in the data active = inhibition above about 50%;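 note: promastigotes grown with compound for 44 hours at 28 °C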
PPARg SRC2 recr: agonists of SRC-2 recruitment by human PPARgamma. P37231. PPARgamma LBD-SRC-2 recruitment, biochemical. activation, % at 8 µM. 0.34% of 200,000 active. AID 1032; in the data active = activation above about 22%;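 note: 0% = vehicle and 100% = reference agonist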
PPARg SRC1 recr: agonists of human PPARgamma SRC-1 coactivator recruitment; P37231; PPARgamma-SRC-1 coactivator recruitment biochemical assay; activation, % at 8 µM; 0.41% of 200,000 active; AID 631; in the data active = activation above about 19%;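 note: 0% = DMSO and 100% = reference agonist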
bIAP inhibitor: blocks bovine intestinal alkaline phosphatase activity. purified bovine IAP, CDP-star luminescence, 30 min. 190,000 tested, under 10 active. AID 1019. inhibition, % at 20 µM;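 active = over 50% inhibition of intestinal alkaline phosphatase at 20 µM in the single-dose screen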
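System: Purified bovine intestinal alkaline phosphatase (IAP) enzyme | Input: IAP diluted 1/65,000,000 in the well | Also added: CDP-star chemiluminescent phosphatase substrate, 30 µM final | Dosing: 20 µM single dose | Times: Enzyme reaction for 30 min at room temperature | Detection: Luminescence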
DTT redox prof: compounds producing H2O2 with reducing agent – biochemical, NIH compound library profiling, artefact control for MLSCN library redox annotation, primary screen; DTT-dependent redox cycling H2O2, phenol red/HRP absorbance; 100% = 100 µM peroxide control, 0% = buffer; activation, % at 10 µM; 0.03% of 200,000 active;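 active = activation of at least 50% relative to the plate's high and low controls in the primary single-dose screen; inactive = activation below 50%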;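 note: compound incubated with DTT at 0.8 mM final as the reducing agent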
RAM network inh: inhibitors of the yeast RAM network; inhibition, % at 50 µM; S. cerevisiae dse1pr::URA3 reporter, 5-FOA growth OD615, 2 d; analog-sensitive cbk1-as2 kinase mutant strain; 1.8% of 190,000 active; AID 868;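 active = inhibition above a set limit, 3 SD over mean compound inhibition, cut at about 8.4% in these data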;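 note: 0% = DMSO-only wells with no growth and 100% = 10 µM 1-NA-PP1 full growth; inhibition rescues growth on 5-FOA so higher OD means more RAM inhibition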
* hit, by the source's call; . = not tested or not shown.

SMILES	S1P3 antag	ROMK mod	TR-FRET SRC-2 ct	Efa HMGR inh	PPARg SRC-3 ag	L major viab	PPARg SRC2 recr	PPARg SRC1 recr	bIAP inhibitor	DTT redox prof	RAM network inh
Cc1cccc(NC2=Nc3ccccc3N3C2=Nc2c(c(C)nn2-c2ccccc2)C3c2ccc(O)c(O)c2)c1 (stereo not drawn)	.	.	1517	-8.9	-4.0	-6.7	-6.2	2.8	-7.1	-3.2	11.6*
CCN(CC(=O)NC(C)(C)C)C(=O)CCl	-5.4	.	1311	-0.3	-5.3	25.9	-7.5	-5.6	7.1	0.3	0.1
Nc1nnnn1/N=C/c1ccco1	.	1.38	1700	-8.7	-12.8	1.9	2.7	10.7	1.5	0.0	0.9
O=C(Nc1ccncc1)c1ccc2c(c1)C(=O)N(CC1CCCO1)C2=O (stereo not drawn)	-11.2	-0.315	1663	0.3	0.1	25.5	3.8	2.6	1.0	-0.1	1.6
CCCCSc1nc(C)cc(SCC(=O)N/N=C/c2cccc(OC)c2O)n1	.	-0.865	1523	1.6	-6.8	98.7*	-0.1	-4.6	-10.1	-4.1	2.6
COC(=O)N/N=C1/C/C(=N\NC(=O)OC)c2ccccc21	-7.2	-0.038	1542	-2.6	-0.5	-3.0	2.6	0.1	-6.4	0.0	0.6
O=C(O)CCC(=O)N1CCc2cc(S(=O)(=O)N3CCC(Cc4ccccc4)CC3)ccc21	-11.0	.	1785	-3.3	1.6	-12.1	12.9	-0.5	5.0	-1.2	3.1
CCc1ccc(NC(=O)c2noc3c2CCc2ccccc2-3)cc1	.	0.246	1301	-1.5	-5.6	0.2	4.1	-5.2	.	0.2	1.9
CCN(CC)S(=O)(=O)c1ccc(NC(=O)C(C)N(c2ccc(OC)cc2)S(C)(=O)=O)cc1 (stereo not drawn)	.	-0.178	1610	-0.3	0.3	1.4	12.8	-0.9	0.0	0.1	-0.2
Clc1nc2sccn2c1/C=N/n1cnc2ccccc21	.	.	1552	-2.0	-4.0	15.1	7.0	-2.7	6.8	-1.5	0.8
O=C(Nc1ccc(N2CCN(Cc3ccccc3)CC2)cc1)c1ccccc1[N+](=O)[O-]	0.0	0.641	1631	-6.2	-0.3	-6.7	14.9	4.7	6.4	-1.8	2.0
O=C1CN(CC(=O)N2CCCCC2)c2ccccc2O1	-26.5	.	1667	-7.7	5.9	97.8*	-3.0	9.0	-6.6	0.4	0.7
CCN(C(=O)c1cc2cccc(OC)c2oc1=O)C1CCCCC1	.	-0.242	1214	-3.2	10.6	-4.0	0.9	0.5	-17.9	0.9	1.0
COc1ccccc1OCC(=O)NCCSCc1ccc(Cl)cc1	-11.9	.	1714	-4.8	9.3	-5.2	1.6	5.9	.	-0.4	0.6
O=C(NC(=S)Nc1ccccc1N1CCOCC1)c1sc2ccccc2c1Cl	-15.2	.	1608	-4.6	4.7	-0.3	-2.8	-4.6	-10.0	0.1	2.1
COc1ccccc1NC(=O)COc1ccc(/C=N/NS(=O)(=O)c2ccc(C)cc2)cc1	.	.	1364	-5.1	-6.9	-0.4	-9.4	2.0	14.7	1.6	0.1
O=C(CSc1cn(CC(=O)N2CCCC2)c2ccccc12)NCC1CCCO1 (stereo not drawn)	-0.2	0.0481	1437	6.1	-2.6	-5.7	2.4	-3.7	-6.1	-0.5	-0.7
CCC1(CC)NC(=O)N(CC(=O)OCC(=O)NC(=O)c2ccc(Cl)cc2)C1=O	-1.3	-0.424	1640	-8.8	-1.4	-3.2	0.5	8.2	-0.2	0.5	0.9
COC(=O)C1=C(C)N(CCc2ccccc2)C(=O)C1	-25.3	.	1385	-2.9	3.0	-3.8	7.8	2.0	-1.3	3.8	0.2
O=C1CCCC2=C1C(c1cccc(O)c1)c1c(ccc3ncccc13)N2 (stereo not drawn)	0.6	-0.123	1693	-0.7	6.2	3.2	3.3	1.0	-12.5	-0.9	0.4

No new results follow: entries from further up.
SMILES	S1P3 antag	ROMK mod	TR-FRET SRC-2 ct	Efa HMGR inh	PPARg SRC-3 ag	L major viab	PPARg SRC2 recr	PPARg SRC1 recr	bIAP inhibitor	DTT redox prof	RAM network inh
Cc1cccc(NC2=Nc3ccccc3N3C2=Nc2c(c(C)nn2-c2ccccc2)C3c2ccc(O)c(O)c2)c1 (stereo not drawn)	.	.	1517	-8.9	-4.0	-6.7	-6.2	2.8	-7.1	-3.2	11.6*
CCN(CC(=O)NC(C)(C)C)C(=O)CCl	-5.4	.	1311	-0.3	-5.3	25.9	-7.5	-5.6	7.1	0.3	0.1
Nc1nnnn1/N=C/c1ccco1	.	1.38	1700	-8.7	-12.8	1.9	2.7	10.7	1.5	0.0	0.9
O=C(Nc1ccncc1)c1ccc2c(c1)C(=O)N(CC1CCCO1)C2=O (stereo not drawn)	-11.2	-0.315	1663	0.3	0.1	25.5	3.8	2.6	1.0	-0.1	1.6
CCCCSc1nc(C)cc(SCC(=O)N/N=C/c2cccc(OC)c2O)n1	.	-0.865	1523	1.6	-6.8	98.7*	-0.1	-4.6	-10.1	-4.1	2.6

The results go on.
SMILES	S1P3 antag	ROMK mod	TR-FRET SRC-2 ct	Efa HMGR inh	PPARg SRC-3 ag	L major viab	PPARg SRC2 recr	PPARg SRC1 recr	bIAP inhibitor	DTT redox prof	RAM network inh
Cc1cccc(-n2c(=O)[nH]c3c(C(N)=O)nc(C(C)C)nc32)c1	-18.4	.	1665	1.5	3.8	14.7	2.7	2.9	7.0	0.5	0.4
CC1CN(C(=O)/C=C/c2ccc3c(c2)OCO3)CC(C)O1 (stereo not drawn)	.	.	1694	1.1	12.6	-4.1	11.0	-4.1	4.7	-4.7	-0.8
COc1cccc(CN2CCCC(C(=O)c3ccc4c(c3)OCO4)C2)c1O (stereo not drawn)	-5.0	1.26	1503	-6.8	1.9	82.5*	3.7	-3.5	-7.2	0.7	1.4
CN(C)C(=O)C[n+]1ccc(/C=N/O)cc1	-8.1	0.0152	1465	-6.7	-5.7	-4.2	-5.4	-1.2	14.3	0.2	0.7
CCOc1cc(C2NC(=S)NC(C)=C2C(=O)Nc2ccc(OC)cc2)ccc1O (stereo not drawn)	6.2	0.348	1365	-0.6	4.0	-0.8	-1.5	3.6	7.0	0.5	1.8
Cc1cccc(NC2=NCC(=O)N2CCc2ccccc2)c1	.	.	1677	-2.1	0.0	1.5	-0.9	-4.2	7.7	-3.2	0.3
COC(=O)CSc1nnc(-c2ccncc2)o1	-23.5	-0.00896	1605	1.6	0.8	0.7	8.4	0.2	11.9	0.8	0.3
CCOC(=O)C1CCN(C(C(=O)NC2CCCCC2)c2ccc(OC)cc2)CC1 (stereo not drawn)	.	.	1467	3.3	-1.2	2.4	5.1	4.8	-6.0	-2.1	2.3
O=C(NC(=S)Nc1ccc2c(c1)OCO2)c1ccccc1	.	.	1607	-6.8	-6.9	-4.4	-0.8	-7.0	2.9	3.1	0.0
COc1cccc(-c2cc(C(=O)Nc3ccn(Cc4ccc(C)cc4)n3)no2)c1	-16.4	2.12	1595	-3.2	7.2	49.3	7.7	5.4	17.3	-0.4	17.2*
CC(SCc1ccccc1)C(=O)Nc1ccccc1-c1ccccc1 (stereo not drawn)	-3.3	0.148	1828	-1.6	3.4	56.9*	4.4	2.1	-51.0	0.0	1.1
CC1(C)CC(O)CC(C)(C)N1CC(O)COCCOc1ccc(Br)cc1 (stereo not drawn)	.	-1.68	1449	4.5	8.2	-3.3	4.9	-1.1	-5.9	-7.9	3.4
CSc1nnc2c(n1)OC(c1ccc(C(=O)O)cc1)N(C(C)=O)c1ccccc1-2 (stereo not drawn)	-46.8	.	1555	3.7	4.4	-7.2	-1.1	2.5	-9.5	-0.8	0.1
CC(C)CCNC(=O)c1ccc(Cl)c(NC(=O)c2ccccc2F)c1	-5.0	.	1250	-3.9	-3.0	-5.7	-2.4	-17.6	-8.4	-0.8	1.1
COc1ccccc1NS(=O)(=O)c1cc(NC(=O)CNC(=O)c2ccc(C)s2)ccc1Cl	5.7	0.0236	1721	-1.9	-1.9	-5.8	1.1	-2.6	-0.9	0.2	3.6
O=C(NCCCc1nc2ccccc2[nH]1)c1ccc(F)cc1	-16.5	1.31	1644	3.2	1.4	-2.3	4.5	8.4	3.0	1.5	0.3
COc1ccc(CCNC(=O)CCn2c(=O)oc3ccccc32)cc1	-32.7	.	1551	-7.0	0.9	-5.2	-2.6	2.8	-2.0	0.0	0.3
CC(=O)Nn1c(C)nnc1-n1nc(C)cc1C	9.6	0.0391	1556	1.4	-0.7	-6.0	-5.5	-0.3	1.2	-0.4	-0.1
CC1CCC(NC(=O)CN2CCCN(Cc3ccc(F)cc3Cl)C2=O)CC1 (stereo not drawn)	-0.9	.	1616	-5.7	4.4	2.7	3.0	-4.1	4.1	-2.1	4.7
CCCCNc1ccccc1C(=O)OCC(=O)Nc1ccc(S(N)(=O)=O)cc1	.	1.12	1794	0.3	7.6	78.3*	12.8	10.0	-4.1	-0.1	0.6
Cc1oc2c(C)c(O)ccc2c(=O)c1-c1nncn1-c1ccccc1	-1.1	-0.857	1774	-6.5	5.5	-5.8	11.5	10.9	-26.1	-0.2	4.6
COC(=O)c1sc(Nc2ccccc2)nc1C	8.9	.	1587	-3.3	19.1	-10.4	5.4	1.3	9.5	1.8	3.5
CCOc1ccccc1N1CC(C(=O)NCCc2ccc(S(N)(=O)=O)cc2)CC1=O (stereo not drawn)	.	0.561	1764	-6.7	6.0	-3.4	7.8	7.4	0.8	-1.7	0.9
Cc1ccc(NC(=O)c2cn(CCC#N)nc2-c2cccs2)c([N+](=O)[O-])c1	2.6	.	1717	-0.8	5.2	10.3	7.9	8.1	0.1	-0.6	2.6
COc1cc(C(=O)N(CCc2ccccc2)C2=CC3CCC(C2)N3C)cc(OC)c1OC (stereo not drawn)	.	.	1472	-5.9	-0.3	1.1	5.8	-9.8	12.8	0.6	0.4
Cc1sc2nc(SCC(=O)N3CCN(CCO)CC3)n(-c3ccccc3)c(=O)c2c1C	13.6	.	1420	-7.2	2.0	28.9	-4.0	-3.5	2.6	-2.3	0.9
Nc1ccc(N2CCCCC2)c2nonc12	-13.4	0.377	1646	-6.6	-1.2	-3.2	5.6	5.2	18.4	-1.0	1.1
CCCC(=O)Nc1cccc(-c2cn3cccnc3n2)c1	-15.8	0.995	1483	-1.6	0.6	90.5*	-1.9	-12.0	10.7	0.0	0.2
CC(C(=O)N1c2ccccc2Sc2ccccc21)n1nnc(-c2cccs2)n1 (stereo not drawn)	36.5	0.468	1539	0.1	1.0	35.9	9.6	10.3	-12.0	2.2	4.6
COc1ccc(NC(=O)C2=C(C)C(=O)OC23CCC(C)CC3)cc1Cl (stereo not drawn)	.	0.393	1648	0.0	9.4	16.7	15.3	2.4	6.7	0.1	3.1
CCOc1cc(-c2cc(-c3ccc(C)o3)nc(N)c2C#N)ccc1O	.	0.695	1687	-2.2	-2.1	32.5	8.1	-2.1	10.2	0.4	0.9
Fc1cc(F)c2nc(Nc3nc4cc5c(cc4s3)OCO5)sc2c1	-4.8	-0.418	1365	1.7	-2.3	-9.2	-0.9	-3.1	5.1	0.3	0.6

Compounds as they come; any-hit rate near 13%.
